# Screening data: PubChem, NCI
# NCI-60 one-dose screen, 48 h, at 10 µM unless noted. Numbers give growth in % (100 = growth as untreated, 0 = no growth, -100 = all killed).
# HCT-15: HCT-15 colon cancer; 5.2% of 82,000 active; AID 1794746
# HCT-116: HCT-116 colon cancer | 7.3% of 82,000 active
# KM12: KM12 colon cancer cells. 5% of 82,000 active
# HCC-2998: HCC-2998 colon cancer; AID 1794799; 4.7% of 79,000 active
# SF-539: SF-539 CNS cancer | AID 1794752 | 6.8% of 81,000 active
# SNB-75: SNB-75 CNS cancer | AID 1794750 | 5% of 79,000 active
# SNB-19: SNB-19 CNS cancer cells; 2.5% of 81,000 active; AID 1794751
# SF-295: SF-295 CNS cancer cells. 5.6% of 79,000 active. AID 1794758
# SW-620: SW-620 colon cancer | 5.2% of 82,000 active
# * marks the source's active call; other numbers are inactive results; . = not tested or not shown; & = joins results of further samples. Rule for the calls: active = growth percent below 10; inactive = the rest. A portion of the library (hit frequency here may not be typical).
SMILES,HCT-15,HCT-116,KM12,HCC-2998,SF-539,SNB-75,SNB-19,SF-295,SW-620
CCc1ccccc1[C@H]1C[C@]2(C)CCO[C@@H]2OO1,104,92,106,104,103,86,97,100,103
COc1cccc(-c2nc3c(s2)C2=CC[C@@H]4[C@H](CC[C@]5(C)C(=O)CC[C@@H]45)[C@@]2(C)CC3)c1,102,93,108,108,102,97,100,102,107
O=P(Oc1ccccc1)(Oc1ccccc1)c1ccccc1,97,95,98,.,103,96,95,98,96
CC(C)c1cc(C(C)C)c(CCN(C)C)c(C(C)C)c1,102,94,121,96,107,83,.,102,103
CNCc1cccnc1,108,107,104,97,112,104,115,95,107
N#Cc1ccc([N+](=O)[O-])cc1,93,104,103,111,94,94,109,105,102
CCCCN(CCCC)CCc1ccc(O)cc1,101,103,112,101,95,99,105,.,98
O=P1(NCCCl)OCCCN1CCCl (configuration not stated),99,106,103,107,98,115,111,99,98
BrCc1ccc2ncccc2c1,107,108,103,85,103,92,112,115,97
O=[N+]([O-])c1ccc(O)c(CCl)c1,104,113,108,101,107,96,121,117,109
COC12c3ccccc3-c3ccccc3C1[C@@H](C(=O)O)[C@H]2C(=O)O (some centres not stated),102,105,101,96,102,.,118,99,106
Cc1ccc(-n2c(=S)[nH]c3ccc(C)cc3c2=O)cc1,108&104,104&112,103&105,100,95&102,90&82,97&77,90&119,109&106

# The closing 3 compounds of the section above come first, to join the parts:
SMILES,HCT-15,HCT-116,KM12,HCC-2998,SF-539,SNB-75,SNB-19,SF-295,SW-620
O=[N+]([O-])c1ccc(O)c(CCl)c1,104,113,108,101,107,96,121,117,109
COC12c3ccccc3-c3ccccc3C1[C@@H](C(=O)O)[C@H]2C(=O)O (some centres not stated),102,105,101,96,102,.,118,99,106
Cc1ccc(-n2c(=S)[nH]c3ccc(C)cc3c2=O)cc1,108&104,104&112,103&105,100,95&102,90&82,97&77,90&119,109&106
CCCCCCOC(CN)C(Cl)(Cl)Cl (configuration not stated),91,97,108,100,95,91,96,104,99
CC(C)CS(=O)(=O)C(c1ccccc1)c1ccccc1,97,96,.,86,98,94,91,97,102
O=C1C(Br)CS(=O)(=O)CC1Br (configuration not stated),96,98,107,109,101,96,101,99,100
COS(=O)(=O)c1ccccc1,108,102,104,101,101,95,110,109,108
O=CN1N=C(c2ccccc2)CC1c1sc(N(CCCl)CCCl)nc1Cl (configuration not stated),93,89,99,103,109,72,91,95,105
CC(C)[C@H](NC(=O)c1cn(Cc2ccccc2)c2ccccc12)C(N)=O,95,89,93,98,92,84,108,96,104
Nc1ccccc1P(=O)(O)O,109,105,108,114,105,91,103,105,80
CCC(O)(COC(N)=O)c1ccccc1 (configuration not stated),105,112,111,109,103,105,103,125,110
Oc1c(Cl)c(Cl)c(Cl)c(Cl)c1Cl,91,96,101,103,90,.,112,129,94
N#CCCCCl,102,101,110,108,103,88,104,.,109
CC[C@H](C)[C@H](NC(=O)[C@H]1CCCCN1C)C(=O)N(C)[C@H](C[C@@H](OC(C)=O)c1nc(C(=O)NC23C4C5C2C2C3C4C52C(=O)OC)cs1)C(C)C (some centres not stated),9.2*,7.2*,-3.8*,9.3*,-11*,23,28,6.1*,42
C=CCN=C=S,103,106,99,101,109,108,101,113,.
COc1cc(=O)oc(/C=C/C=C/C=C/C(C)=C\C2(C)OC(C)C(C)(O)C2O)c1C (configuration not stated),112,111,100,308,110,107,104,114,110
C[N+]12CCC34C5=CC(=O)C(=O)C=C5[N+]5(C)C(=O)CC6OCC=C(C1)C(CC32)C6C45 (configuration not stated),103,114,104,106,98,109,104,93,111
COc1cc(C=C(C#N)C#N)ccc1O,99,108,107,108,92,105,118,107,108
O=C(O)C(O)C(O)C1[O][Sb]([c]2ccc([N+](=O)[O-])cc2)[O]C1CO (configuration not stated),96,104,108,105,102,99,95,101,103
CN1CCC(O)(c2ccc(F)cc2)C(C(=O)c2ccc(F)cc2)C1 (configuration not stated),107,101,105,101,97,113,95,110,99
C[C@]12CCc3sc(-c4ccccc4O)nc3C1=CC[C@@H]1[C@@H]2CC[C@]2(C)C(=O)CC[C@@H]12,98,104,107,111,105,95,101,100,103
COC1=C[C@@H]2[C@@H]3Cc4ccc(OC)c(O)c4[C@]2(CCN3C)CC1=O,93,.,107,127,107,79,104,84,104
CC[C@H](C)[C@H]1O[C@]2(C=C[C@@H]1C)C[C@@H]1C[C@@H](C/C=C(\C)[C@@H](O[C@H]3C[C@H](OC)[C@@H](O[C@H]4C[C@H](OC)[C@@H](NC)[C@H](C)O4)[C@H](C)O3)[C@@H](C)/C=C/C=C3\CO[C@@H]4[C@H](O)C(C)=C[C@@H](C(=O)O1)[C@]34O)O2,-70*,-79*,-71*,-84*,-80*,-73*,14,-66*,-68*
[O-][n+]1onc2ccccc21,108,104,107,104,108,90,104,99,106
Nc1ccc(CCCC(=O)Nc2ccc(S(=O)(=O)F)cc2)cc1,98,89,106,112,95,73,99,91,105
NC(=O)OCCCCl,95,102,105,114,107,90,100,106,108
C[C@H]1C[C@@H]2[C@H]([C@@H](O)C[C@]3(C)[C@@H](O)CC[C@@H]23)[C@@]2(C)CCC(=O)C=C12,113,107,103,102,109,87,97,106,106
O=C1CCC(=O)N1[N+](=O)[O-],105,104,104,104,111,100,110,95,101
CCCCC1(CCO)C(=O)NC(=S)NC1=O,99,109,109,105,100,97,107,159,112
CC(COc1ccccc1)N(CCCl)C1c2ccccc2-c2ccccc21 (configuration not stated),57,56,76,86,85,54,76,74,77
CC(C)(C)N1CC(C(=O)c2ccccc2)C1c1ccccc1 (configuration not stated),96,98,106,104,97,82,108,110,104
O=C(O)CP(=S)(S)c1ccccc1 (configuration not stated),100,103,107,116,100,92,101,98,103
C=CCN1CC[C@]23c4c5ccc(O)c4O[C@H]2C(=O)CC[C@@]3(O)[C@H]1C5,107,104,103,101,101,91,.,103,124
COc1cc(-n2c(SC)nc3ccccc3c2=O)c(OC)cc1Cl,76,88,87,81,93,69,87,97,95
CCN(C(=O)OC(C)C)[N+](=O)[O-],112,97,103,106,100,96,99,108,108
N#CC1c2ccccc2C=CN1C(=O)c1ccc(N(CCCl)CCCl)cc1 (configuration not stated),81,104,98,101,101,80,82,91,105
CC(C)n1cc(CCN(C)C)c2c(O)cccc21,101,100,103,107,104,101,107,110,95
O=C(CN1C(=O)c2ccccc2C1=O)N1CC1,108,113,106,110,102,112,116,107,103
O=NNc1c[nH]c(=O)[nH]c1=O,97,93,100,103,94,80,98,97,89
C[C@](O)(Cn1cc(C#N)cn1)C(=O)Nc1cnc(C#N)c(C(F)(F)F)c1,97,97,99,95,103,103,103,100,99
Nc1ccc(OCCNC(=O)Nc2ccc(S(=O)(=O)F)cc2)c(Cl)c1,93,97,101,96,92,79,103,95,97
O=C(O)CC(NC(=O)CP(=O)(O)O)C(=O)O (configuration not stated),93,105,110,101,98,87,107,106,94
C1CCC([PH+](C2CCCCC2)C2CCCCC2[PH+](C2CCCCC2)C2CCCCC2)CC1.[Au].[CH-]1CCCCC1CC1CCCC[N-]1 (configuration not stated),-37*,-66*,-70*,-93*,-75*,20,-89*,-39*,-24*
CC1=C(C(=O)Nc2ccccc2)SCCO1,108,98,107,108,103,100,109,103,110
O=C1N[C@@H]2[C@@H](O)[C@@H](O)[C@H](O)C[C@H]2c2cc3c(c(O)c21)OCO3,1.8*,-1.5*,-12*,-23*,-30*,-25*,-8.7*,-12*,0.0*
CC(C)CCC[C@@H](C)[C@H]1CC[C@H]2[C@@H]3C/C(=N\OC(=O)Cc4ccc(N(CCCl)CCCl)cc4)C4=CC(=O)CC[C@]4(C)[C@H]3CC[C@]12C,100,101,98,101,99,90,96,102,96
CCOC(=O)C(CC)(C(=O)OCC)c1ccccc1,107,100,125,117,91,82,99,85,98
CN(C)C(=O)Oc1ccccc1-c1ccccc1,103,111,103,96,103,107,104,97,109
CCC1CC(O)c2c(O)c3c(c(O)c2C1O)C(=O)c1cccc(O)c1C3=O (configuration not stated) (tested in a mixture with another compound),-20*,-40*,-38*,.,-65*,-94*,-16*,-24*,-60*
CN1CCc2cc3c(cc2C1)OCO3,100&88&105,116&82&104,95&111&103,106&100&93,97&100&103,94&84&100,100&101&101,89&87&105,113&104&102
C#Cc1cccc(Nc2nc(Cl)nc3cc(NC(=O)CF)ccc23)c1,35,42,40,78,89,61,89,72,35

# Another view of some results above.
SMILES | HCT-15 | HCT-116 | KM12 | HCC-2998 | SF-539 | SNB-75 | SNB-19 | SF-295 | SW-620
Nc1ccc(CCCC(=O)Nc2ccc(S(=O)(=O)F)cc2)cc1 | 98 | 89 | 106 | 112 | 95 | 73 | 99 | 91 | 105
CC(C)c1cc(C(C)C)c(CCN(C)C)c(C(C)C)c1 | 102 | 94 | 121 | 96 | 107 | 83 | . | 102 | 103
C=CCN=C=S | 103 | 106 | 99 | 101 | 109 | 108 | 101 | 113 | .
CC(C)[C@H](NC(=O)c1cn(Cc2ccccc2)c2ccccc12)C(N)=O | 95 | 89 | 93 | 98 | 92 | 84 | 108 | 96 | 104
N#CCCCCl | 102 | 101 | 110 | 108 | 103 | 88 | 104 | . | 109
CCC(O)(COC(N)=O)c1ccccc1 (configuration not stated) | 105 | 112 | 111 | 109 | 103 | 105 | 103 | 125 | 110

# The results go on:
SMILES,HCT-15,HCT-116,KM12,HCC-2998,SF-539,SNB-75,SNB-19,SF-295,SW-620
CCC(=O)OC1CCC2C3CCC4=CC(=O)CCC4(C)C3CCC12C (configuration not stated),99,101,110,113,99,97,95,97,104
C[C@H]1[C@@H](CC(=O)N[C@@H](Cc2coc3ccccc23)B(O)O)O[C@@H]2OC3(C)CC[C@H]4[C@H](C)CC[C@@H]1[C@@]24OO3,-62*,-85*,-20*,-97*,-96*,-19*,26,-89*,2.7*
COc1cc2c(cc1OC)CNCC2,106,87,103,98,97,101,111,109,104
C/C=C(/C)C(=O)O[C@H]1CC[C@@]2(C)[C@@H]3CC[C@H]4[C@]5(O)C[C@H](O)[C@@]6(O)[C@@H](CN7C[C@@H](C)CC[C@H]7[C@@]6(C)O)[C@]5(O)C[C@@]42O[C@@]13O,98,48,122,137,111,80,112,100,111
CC(Cl)CNC1CCCCC1 (configuration not stated),102,99,111,104,111,93,99,123,107
CC(C)(c1ccccc1)c1ccc(O)cc1,97,92,100,98,96,74,97,90,103
CC(C)(C#N)C(C)(C)C#N,108,111,123,115,104,90,96,93,110
CCCCNCCc1ccccn1,102,102,102,114,109,104,113,100,103
CC(=O)Oc1ccccc1C(=O)[Se]C(=NC(C)C)NC(C)C,-46*,-82*,-90*,-91*,-98*,-95*,-89*,-79*,-72*
CCCC1OP(=O)(N(CCOC(C)=O)CCOC(C)=O)OCC1CC (configuration not stated),102,108,97,103,97,87,108,106,104
